All columns: NCI-60 one-dose screen, growth in % after 48 h at 10 µM unless noted; 100 = growth as untreated, 0 = no growth, -100 = all killed.
PC-3: PC-3 prostate cancer cells. actives 3.9% (n = 80,000). AID 1794754
DU-145: DU-145 prostate cancer; actives 4.2% (n = 81,000); AID 1794760
SN12C: SN12C renal cancer cells; actives 3.8% (n = 81,000); AID 1794767
UO-31: UO-31 renal cancer; actives 5.2% (n = 81,000)
786-0: 786-0 renal cancer cells; actives 5.1% (n = 81,000); AID 1794775
SF-539: SF-539 CNS cancer; actives 6.8% (n = 81,000); AID 1794752
SF-268: SF-268 CNS cancer cells. actives 3.1% (n = 82,000). AID 1794759
U251: U251 CNS tumor cells; AID 1794753; actives 5.4% (n = 80,000)
SF-295: SF-295 CNS cancer cells | AID 1794758 | actives 5.6% (n = 79,000)
An asterisk follows results filed as active; x = no result given; [ ] = another dose, or the depositor's remark. Rule for the calls: active = growth percent below 10; inactive = the rest.

Preview, 2 compounds:
SMILES	PC-3	DU-145	SN12C	UO-31	786-0	SF-539	SF-268	U251	SF-295
COC1C(CO)OC(OC2CC(C(C)C)C3(C)CCC4(C)C5C(=CCC4(C)C23)[C@@]23CC[C@H]4OC2O[C@@H]5CC3C4(C)C)C(O)C1O (stereo partly specified)	69	97	99	69	102	99	93	83	85
CC(=O)N1N=C(c2ccc(Cl)cc2)CC1c1c(C)nn(-c2ccccc2)c1N(C)Cc1ccccc1 (stereo unspecified)	39	94	63	50	85	94	78	69	83

Main list, previewed entries included:
SMILES	PC-3	DU-145	SN12C	UO-31	786-0	SF-539	SF-268	U251	SF-295
COC1C(CO)OC(OC2CC(C(C)C)C3(C)CCC4(C)C5C(=CCC4(C)C23)[C@@]23CC[C@H]4OC2O[C@@H]5CC3C4(C)C)C(O)C1O (stereo partly specified)	69	97	99	69	102	99	93	83	85
CC(=O)N1N=C(c2ccc(Cl)cc2)CC1c1c(C)nn(-c2ccccc2)c1N(C)Cc1ccccc1 (stereo unspecified)	39	94	63	50	85	94	78	69	83
COc1ccc(C#Cc2ccc(=O)oc2-c2cc(OC)c(OC)c(OC)c2)cc1O	41	59	58	38	54	48	70	40	23
CN1CCN(CCCOc2cccc3nc(Nc4ccc(Cl)c(F)c4)ccc23)CC1	39	39	64	22	64	17	44	26	46
CN1CCN(CC(=O)Nc2nnc(-c3ccc(Cl)cc3)s2)CC1	92	106	104	72	100	94	97	102	103
Nc1cccc(S(=O)(=O)c2cccc(N)c2)c1	92	x	112	96	108	113	107	113	100
CCN(CC)CCOc1ccc(C#N)cc1	107	107	100	82	104	104	108	95	x
C/C(O)=C(\C=N\C(N)=S)C(=O)Nc1ccccc1C	95	x	100	93	94	105	103	97	98
NC(N)=N/N=C/c1c(Cl)cccc1Cl	94	119	96	74	79	102	105	113	86
O=P(O)(O)Cc1c(Cl)c(Cl)c(CP(=O)(O)O)c(Cl)c1Cl	105	128	98	105	109	115	127	100	118
NC(=S)N/N=C/c1ccco1	92	105	104	89	102	99	104	104	102
CC(=O)c1ccc(NC(=O)CSc2nc3ccccc3c(=O)n2CCc2ccc(S(N)(=O)=O)cc2)cc1	98	101	103	75	93	94	101	106	102
CC(C)[C@H](NC(=O)CSc1nnc(-c2ccc(NC(=O)c3cccnc3)cc2)o1)C(=O)O	107	110	104	91	100	101	103	105	113
Cc1cc2c(cc1C1(c3ncc(C(=O)O)cn3)CC1)C(C)(C)CCC2(C)C	85	113	97	87	106	108	95	106	96
COc1cc(Nc2nc(NCCN)nc3cc[nH]c(=O)c23)cc(OC)c1	113	65	70	112	87	76	77	86	102
N#CC12C(=O)N=C(N)C1(C#N)C2C(=O)c1ccccc1 (stereo unspecified)	112	112	96	82	106	x	105	106	113
Cc1ccccc1OCc1ccc(Cl)cc1	91	114	99	105	105	111	108	76	101
Nc1cccc(-c2cc(Cl)cc3c(=O)[nH]c(N4CCOCC4)nc23)c1	67	107	98	83	91	95	98	94	98
COc1ccc(Cn2ccc3c2-c2oncc2CC3)cc1	87	112	92	68	87	93	112	87	116
CN(C)CCN(Cc1ccccc1)Cc1c(F)cccc1Cl	92	107	98	72	102	99	87	95	x
Cc1ccc(-c2nc([P+](c3ccccc3)(c3ccccc3)c3ccccc3)c(N3C[C@H]4C[C@H](C3)c3cccc(=O)n3C4)o2)cc1	83	98	95	84	97	100	91	59	96
CN(C)CC(N)C(=O)O (stereo unspecified)	98	111	112	104	x	100	107	106	106
O=C(Nc1cc(Cl)ccc1C(=O)O)c1cccc(C[n+]2ccccc2)c1	97	101	100	97	98	99	97	102	95
CCN1CCN(c2ccc(NC(=O)Nc3ccc(-c4cc(C(=O)NC)c5ncccc5n4)cc3)cc2C(F)(F)F)CC1	-78*	-100*	-97*	-100*	-100*	-100*	-78*	-96*	-99*
CC(=O)[C@@H]1CC[C@]2(C(=O)O)CC[C@]3(C)[C@H](CC[C@@H]4[C@@]5(C)Cc6c([nH]c7ccccc67)C(C)(C)[C@@H]5CC[C@]43C)[C@@H]12	41	59	69	49	75	74	63	45	36
Cc1ccc(-c2c(C#N)c(=O)oc3cc(O)ccc23)cc1	58	111	98	93	86	100	108	92	97
CCOC(=O)CSc1ccccc1	102	105	97	95	97	99	104	x	x
Cc1ccc(C(=O)/C=C/c2ccccc2)s1	111	92	103	78	87	132	99	96	93
O=C1CCCc2nc(Nc3ccc(Cl)cc3)ncc21	91	100	90	95	95	89	96	99	97
CO[C@@H]1[C@H](N(C)C(=O)c2ccccc2)C[C@@H]2O[C@]1(C)n1c3ccccc3c3c4c(c5c6ccccc6n2c5c31)C(=O)NC4=O	26	50	33	-36*	x	14	48	44	43
COc1ccc(/C=C2\C(=O)N=C3N2NC(C)=CN3c2ccccc2)cc1	100	109	97	89	94	99	98	96	98
C=CCN(/C=C/CN(CC=C)CC=C)CC=C	89	110	104	90	104	100	105	97	84
Cc1ccc2nc(C)c(-c3nnc(SCc4ccccc4[N+](=O)[O-])o3)n2c1	95	99	91	83	85	96	98	91	97
C/C=C(/C[N+](=O)[O-])c1ccccc1	104	112	92	x	115	98	97	98	103
COC(=O)[C@H](Cc1cn(C)cn1)NC(=O)[C@H](CC(=O)OCc1ccccc1)NC(=O)Nc1cc(C(F)(F)F)cc(C(F)(F)F)c1	-94*[100 µM]	-94*[100 µM]	-91*[100 µM]	-96*[100 µM]	-92*[100 µM]	-95*[100 µM]	-91*[100 µM]	-97*[100 µM]	x
Cc1cc(N)ncc1[N+](=O)[O-]	94	106	103	90	101	89	98	101	103
O=C1OCCN1CCO	87	108	99	92	100	90	103	97	97
Cc1cc(C)cc(N)c1	104	112	102	81	103	97	99	106	109
OC(COc1ccccc1)CN1CCOCC1 (stereo unspecified)	110	116	95	94	116	105	111	109	113
CC1CCN(CCCCCOc2ccc3oc4cc(Cl)ccc4c(=O)c3c2)CC1	64	84	64	68	65	41	68	54	78
CC(C)CCN(CCCNc1c2c(nc3ccccc13)CCCC2)CCC(C)C	74	86	90	57	78	88	89	65	80
O=C(CCN1C(=O)CCC1=O)Nc1ncc(Cc2ccc(Cl)cc2Cl)s1	89	102	96	80	100	95	96	95	94
Clc1cc(Cl)cc(Nc2ccc3c(OCCCN4CCOCC4)cccc3n2)c1	42	42	76	29	54	48	48	29	31
CC(C)c1ccc(C(=O)Nc2sc3c(c2C(N)=O)CCC(=O)C3=O)cc1	83	103	95	60	113	94	103	93	104
O=C(Nc1ccccc1)OCCCCOC(=O)Nc1ccccc1	94	112	81	85	113	94	98	96	97
[N-]=[N+]=Nc1ncc(-c2ccc(C(F)(F)F)cc2)c(NC2CCCCCC2)n1	-8.6*[100 µM]	37[100 µM]	42[100 µM]	22[100 µM]	38[100 µM]	66[100 µM]	38[100 µM]	30[100 µM]	-20*[100 µM]
N#Cc1c(-c2ccc(Cl)cc2)n2c(nc1=O)NNCC2=O	96	115	97	89	113	120	106	98	105
CC(=O)Nc1ccc(S(=O)(=O)O)c2cccc(O)c12	94	102	94	86	103	102	96	96	106
COc1ccccc1N1CCN(C2=NN=C(c3cccc(Cl)c3)c3ccccc3C2)CC1	24	2.2*	21	24	27	-12*	23	21	19
COc1cc(CNC(=O)/C=C/C=C/c2ccc3c(c2)OCO3)ccc1OCc1cn(-c2ccccc2F)nn1	83	102	85	101	97	77	99	87	95
COc1cc2nc(Nc3cccc(NC(C)=O)c3)nc(N)c2cc1OC	60	90	95	78	95	101	92	95	131
CCCCCCCCCCCCNC(=S)N/N=C/c1ccccc1OCC	98	99	96	82	109	108	105	104	102
COc1ccc(/C=C2\CCCC3=C2N=C2SC(C)=CN2C3c2ccc(OC)cc2)cc1 (stereo unspecified)	100	107	104	82	104	111	116	x	106
CCOC(=O)CSc1c(-c2ccccc2)c2cc(Cl)ccc2[nH]c1=O	92	103	102	86	97	107	102	x	70
CS(=O)(=O)Nc1ccccc1	83	104	102	86	94	97	97	101	109
COc1nc2c(c(=O)[nH]1)C(c1cc3cc(C)ccc3[nH]c1=O)C1=C(CC(C)(C)CC1=O)N2 (stereo unspecified)	91	111	99	92	94	89	109	95	101
CCCCC[C@H]1CC=C2C(=O)C(Cl)=C[C@@H]2CC=CCCCC(=O)O[C@@H](CCCCC)CC=C2C(=O)C(Cl)=C[C@@H]2CC=CCCCC(=O)O[C@@H](CCCCC)CC=C2C(=O)C(Cl)=C[C@@H]2CC=CCCCC(=O)O1	70[8 µM]	60[8 µM]	43[8 µM]	76[8 µM]	103[8 µM]	88[8 µM]	73[8 µM]	35[8 µM]	106[8 µM]
NC(=S)Cc1ccccc1	102	104	95	84	100	96	100	100	92
OCc1ncc(-c2cc(C(F)(F)F)cc(C(F)(F)F)c2)c(NC2CCCCCC2)n1	82	109	85	83	105	96	103	89	89
COc1ccc2sc3c(NCCCNCCO)nc4ccccc4c3c(=O)c2c1	62	41	62	46	63	46	51	32	86

Single records (already shown):
`COc1ccc(/C=C2\CCCC3=C2N=C2SC(C)=CN2C3c2ccc(OC)cc2)cc1` (stereo unspecified) is listed with PC-3: 100; DU-145: 107; SN12C: 104; UO-31: 82; 786-0: 104; SF-539: 111; SF-268: 116; U251: x; SF-295: 106
`OCc1ncc(-c2cc(C(F)(F)F)cc(C(F)(F)F)c2)c(NC2CCCCCC2)n1` is listed with PC-3: 82; DU-145: 109; SN12C: 85; UO-31: 83; 786-0: 105; SF-539: 96; SF-268: 103; U251: 89; SF-295: 89

Continuation:
SMILES	PC-3	DU-145	SN12C	UO-31	786-0	SF-539	SF-268	U251	SF-295
COc1ccc(OC)c(NC(=O)c2sc3nc4c(cc3c2N)C(=O)CCC4)c1	80	113	96	85	95	97	110	94	81
CCOC(=O)C(Cl)c1cccc(OC)c1OC (stereo unspecified)	100	106	99	98	111	107	104	104	111
Clc1ccc(OCc2nnc(-c3ccccc3Cl)o2)c(Cl)c1	75	103	93	79	105	107	98	87	102
CC1=C/C(=C\c2ccco2)C(=O)O1	89	112	106	94	95	97	99	99	100
COc1cc2ncnc(-n3ncc4cc(NC(=O)Nc5ccc(Cl)c(Cl)c5)ccc43)c2cc1OC	-57*	1.5*	4.0*	-17*	-43*	-71*	-35*	x	-67*
O=C(Cc1ccc(/C=C/C(=O)c2ncc[nH]2)cc1)Nc1ccccc1	57	18	22	31	33	-23*	52	11	70
O=[N+]([O-])c1cc(Cl)c(O)c(N=Nc2cc(S(=O)(=O)O)c3cccc4c3c2N=NN4)c1	91	110	99	90	104	108	102	102	106
CCCNCC(=O)Nc1ccc(C(=O)OC(C)(C)CC)cc1	76	101	105	86	91	108	99	100	103
CCCCCCCCCCCCNP(=S)(NCCCCCCCCCCCC)NCCCCCCCCCCCC	99	104	95	89	99	103	106	100	99
O=C(/C=C1\C=CN(CCCCO)c2ccccc21)n1ccc2ccccc21	107	107	99	74	107	99	107	102	103
COc1ccc(-n2nc(C)c3c(Nc4ccc(NC(=O)Nc5ccc(Cl)c(C(F)(F)F)c5)cc4)ncnc32)cc1	x	24	3.5*	4.7*	-25*	-5.4*	18	-29*	-40*

Random excerpt: 6 entries already listed, in no set order.
SMILES	PC-3	DU-145	SN12C	UO-31	786-0	SF-539	SF-268	U251	SF-295
O=C(/C=C1\C=CN(CCCCO)c2ccccc21)n1ccc2ccccc21	107	107	99	74	107	99	107	102	103
COc1cc2ncnc(-n3ncc4cc(NC(=O)Nc5ccc(Cl)c(Cl)c5)ccc43)c2cc1OC	-57*	1.5*	4.0*	-17*	-43*	-71*	-35*	x	-67*
CCCNCC(=O)Nc1ccc(C(=O)OC(C)(C)CC)cc1	76	101	105	86	91	108	99	100	103
CCOC(=O)C(Cl)c1cccc(OC)c1OC (stereo unspecified)	100	106	99	98	111	107	104	104	111
Clc1ccc(OCc2nnc(-c3ccccc3Cl)o2)c(Cl)c1	75	103	93	79	105	107	98	87	102
CC1=C/C(=C\c2ccco2)C(=O)O1	89	112	106	94	95	97	99	99	100

Screening data deposited in PubChem by NCI.
